Source: PubChem BioAssay
KLK7 zymogen act: activators of human kallikrein-7 zymogen; P49862; activation, % at 7 µM; purified proKLK7, EDANS-DABCYL substrate fluorescence; 100% is mature enzyme control, 0% vehicle; hit rate 0.9% among 370,000; AID 652039;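 active means activation above the mean of all tested compounds plus 3 SD, computed per campaign excluding outliers beyond control limits, cut at about 13% in these data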
rCAG binder: r(CAG) repeat RNA binding | hit rate 1.3% among 370,000 | TO-PRO-1 dye displacement fluorescence | inhibition, % at 3 µM;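 active means inhibition above the plate cutoff, the mean of all test compounds on that plate plus 3 SD, cut at about 35% in these data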;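 further: 0% = DMSO alone and 100% = 100 µM mitoxantrone as full dye displacement; higher means more dye released from RNA so lower well fluorescence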
DDE Tn6 FP inh: inhibitors of Tn6 peptide binding to human fibrin DD(E). Fibrin DD(E) TRITC-Tn6 fluorescence polarization displacement. AID 720509. inhibition, % at 8.3 µM. hit rate 0.21% among 370,000. P02675;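 active means inhibition above a per-campaign cutoff: mean of compounds within control limits plus 3 SD, cut at about 15% in these data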;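 further: 0% = median of all compound wells on the plate and 100% = blocking peptide control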
sPLA2-III inh: Blocks human group III sPLA2 activity. QFRET BODIPY PC-A2 liposome hydrolysis, fluorescence. AID 743126. hit rate 0.56% among 370,000. Q9NZ20. inhibition, % at 12.2 µM;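 active means inhibition above mean plus 3 SD of compounds lying within the high and low control bounds, cut at about 19% in these data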;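 further: 0% = median of test compound wells and 100% = no enzyme DMSO wells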
Target sequence (Q9NZ20 whole entry, looked up): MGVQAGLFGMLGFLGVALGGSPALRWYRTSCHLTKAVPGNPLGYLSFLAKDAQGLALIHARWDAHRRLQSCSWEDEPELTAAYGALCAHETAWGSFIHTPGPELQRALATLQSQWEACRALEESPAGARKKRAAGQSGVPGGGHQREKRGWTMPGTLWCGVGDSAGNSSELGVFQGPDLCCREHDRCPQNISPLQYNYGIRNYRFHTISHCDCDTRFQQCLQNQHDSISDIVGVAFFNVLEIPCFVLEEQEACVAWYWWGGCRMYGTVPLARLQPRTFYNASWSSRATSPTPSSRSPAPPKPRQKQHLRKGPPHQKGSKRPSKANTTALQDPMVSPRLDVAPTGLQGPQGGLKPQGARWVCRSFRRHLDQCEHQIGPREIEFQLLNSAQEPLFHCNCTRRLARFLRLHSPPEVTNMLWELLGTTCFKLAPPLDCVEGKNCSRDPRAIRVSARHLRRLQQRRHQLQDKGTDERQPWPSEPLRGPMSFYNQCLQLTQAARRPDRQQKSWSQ
ASAP1 inh: blocks human ASAP1-stimulated Arf1 GTP hydrolysis; AID 624377; inhibition, % at 16.5 µM; GDP FP detection; hit rate 0.19% among 360,000; in the data active means inhibition above about 25%;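 further: 0% = vehicle with enzyme and substrate and 100% = no enzyme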
Target sequence (Q9ULH1 325-724 limits assumed): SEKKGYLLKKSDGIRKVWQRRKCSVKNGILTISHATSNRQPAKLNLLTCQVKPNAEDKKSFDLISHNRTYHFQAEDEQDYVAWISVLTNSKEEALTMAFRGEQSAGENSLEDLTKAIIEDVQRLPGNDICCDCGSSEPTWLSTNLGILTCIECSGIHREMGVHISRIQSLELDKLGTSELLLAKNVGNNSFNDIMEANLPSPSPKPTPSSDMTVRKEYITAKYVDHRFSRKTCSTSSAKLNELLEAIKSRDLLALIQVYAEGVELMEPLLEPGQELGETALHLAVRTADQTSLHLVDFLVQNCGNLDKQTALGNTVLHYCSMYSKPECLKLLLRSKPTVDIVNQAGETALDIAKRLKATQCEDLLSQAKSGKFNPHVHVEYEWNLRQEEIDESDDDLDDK
ARFGAP1 inhibitor: inhibits rat ARF GTPase activating protein 1 | Q62848 | Arfgap1-stimulated ARF1 GTP hydrolysis, GDP FP detection | inhibition, % at 16.5 µM | hit rate 0.26% among 360,000;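 active means inhibition above a per-plate limit, mean inhibition of low control wells plus 3 SD, cut at about 25% in these data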;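 further: 0% = DMSO wells with enzyme and 100% = wells lacking Arfgap1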
Target sequence (Q62848 1-136 limits assumed): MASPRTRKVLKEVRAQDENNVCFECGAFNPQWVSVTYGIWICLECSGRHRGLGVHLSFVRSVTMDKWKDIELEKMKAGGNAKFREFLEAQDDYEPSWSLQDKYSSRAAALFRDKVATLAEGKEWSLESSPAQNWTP
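Material – truncated rat Arfgap1 GAP domain · Buffer or medium – HEPES-based buffer, pH 7.5 · Reagent – human ARF1(Δ1-17)-GTP substrate · Dosing – 16.5 µM single point, 1.26% DMSO · Schedule – GTP hydrolysis reaction 2 h at 25 °C · Technique – GDP detection by fluorescence polarization · Benchmarks – No-Arfgap1 wells (100%) versus DMSO full-reaction wells (0%) · Repeats – single replicate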
ADAM10 inh: inhibits human ADAM10; AID 720582; O14672; hit rate 0.62% among 370,000; inhibition, % at 7 µM; recombinant ADAM10, EDANS/DABCYL FRET peptide cleavage, 3 h;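 active means inhibition above a per-campaign cutoff equal to the mean of compounds falling between control-based bounds plus 3 SD, cut at about 20% in these data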;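 further: 0% = DMSO wells while the 100% control is not disclosed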
NPR2 activator: GC-B (human) receptor activation. P20594. HEK293-GC-B cells, CNP EC30, cGMP TR-FRET; 0% at EC30 CNP, 100% saturating CNP. activation, % at 10 µM. hit rate 0.11% among 370,000. AID 1920062;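 active means activation at 10 µM reaching about 35% in either raw or pattern-adjusted values, limit read from the data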
NPR1 activator: GC-A (human) enzyme activation | HEK293 GC-A cells, cGMP TR-FRET, EC30 ANP; 0% at EC30 ANP, 100% saturating ANP | activation, % at 10 µM | AID 1671463 | hit rate 0.14% among 370,000 | P16066; in the data active means activation above about 40%
GAA850 FXN act: activators of GAA850 frataxin (FXN) promoter | HEK293 lucGAA850 FXN promoter luciferase reporter, 24 h; percent of 10 µM SAHA response | activation, % at 6 µM | hit rate 0.56% among 360,000 | AID 540364;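 active means activation above the average of all compounds screened plus 3 SD, cutoff fixed separately per campaign, cut at about 7.5% in these data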;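 further: 0% = DMSO wells and 100% = 10 µM SAHA wells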
* marks the source's active call; other numbers are inactive results; i = inactive; nt = no result given.

# | Structure | NPR1 activator | NPR2 activator | ARFGAP1 inhibitor | rCAG binder | KLK7 zymogen act | ASAP1 inh | GAA850 FXN act | sPLA2-III inh | ADAM10 inh | DDE Tn6 FP inh
1 | Cn1nc(-c2ccccc2)c(CSc2cccc(Cl)c2)c1Cl | 0 | 5 | -10 | 4 | 0.3 | -7 | -2.2 | 1 | -1 | -2
2 | CCOC(=O)C1(C)CCCN(C(=O)c2ccc(N(C)C)cc2)C1 (stereo not drawn) | 3 | -1 | -2 | 0 | 0.1 | -17 | -0.5 | -3 | -4 | -4
3 | Cn1c(Cn2nnc3ccccc32)nnc1SCC(N)=O | 3 | 0 | -6 | -5 | -0.5 | -6 | 0.7 | 10 | 2 | -3
4 | Cc1nc(N)ncc1Sc1ccccc1 | 4 | 12 | 4 | -3 | 0.0 | 9 | 2.8 | 2 | -7 | -1
5 | Nc1ncnc2c1ncn2[C@@H]1O[C@H](CNC(=O)[C@@H](N)Cc2ccccc2)[C@@H](O)[C@H]1O | 2 | 1 | 8 | 4 | -0.8 | 13 | 3.4 | 7 | -8 | -6
6 | CC(C)(C)c1cccc(OCCCSc2ncccn2)c1 | 0 | -3 | 7 | 0 | -1.2 | -9 | -0.8 | 7 | -4 | 2
7 | CCCn1c2c(c(O)c(C(=O)Nc3ccc(OCC)cc3)c1=O)CCCC2 | -3 | -8 | -2 | 2 | 0.2 | -13 | 1.9 | 1 | -15 | -1
8 | COc1cccc(SCc2noc(C(=O)NCCCN3CCOCC3)c2C(=O)NCCCN2CCOCC2)c1 | 5 | -3 | -3 | -9 | -0.6 | -1 | 0.9 | -2 | 8 | -3
9 | N#Cc1c(C#N)c(O)c2ccccc2c1O | 0 | -2 | 2 | 2 | -0.3 | -9 | -0.1 | -1 | -20 | 2
10 | CC(=O)c1cccc(CN2CCCC(CCC(=O)NCc3ccc(C)o3)C2)c1 (stereo not drawn) | -3 | -2 | -12 | -6 | 0.1 | -1 | 1.1 | -1 | -9 | -1
11 | Cc1ccc(Cn2nnc3c2-c2ccccc2S(=O)(=O)N(C(C)(C)C)C3)cc1 | -2 | 2 | nt | -1 | 0.5 | nt | nt | -10 | 1 | 8
12 | Cc1ccc(C(=O)NNC2=NC(C)(C)Cc3ccccc32)cc1 | 3 | 0 | -3 | -3 | 0.4 | -10 | -0.6 | -1 | 1 | -1
13 | COc1ccc(OC)c(NC(=O)C2(C)CCN2C(=O)C(C)(C)c2ccccc2)c1 (stereo not drawn) | -2 | -1 | 11 | -1 | 0.5 | -12 | 0.5 | 10 | -2 | 3
14 | COc1ccccc1N(CC(=O)NCc1ccc(F)cc1)C(=O)CCC(=O)Nc1nccs1 | -8 | -5 | 7 | -4 | -0.2 | -7 | -1.5 | 4 | 8 | 8
15 | COc1cccc(CN2CC(C(=O)N(C)CCc3ccccc3)CCC2=O)c1 (stereo not drawn) | 0 | -3 | 9 | -8 | -0.7 | 3 | -1.4 | 1 | -2 | 2
16 | COc1ccc(-c2nnc(SCC(=O)NC(=O)NCc3ccccc3)o2)cc1 | -2 | -2 | 2 | 1 | 0.0 | 0 | -2.4 | -9 | 1 | 4
17 | COc1cccc(CNC(=O)Cc2nc3nc(C)cc(C)n3n2)c1 | 3 | 2 | 7 | 0 | 0.5 | -4 | 0.3 | -8 | -5 | -3
18 | COc1ccc(/C=N/NC(=O)c2cc3c(ccc4ccccc43)o2)c(OC)c1 | 27 | -3 | 8 | 5 | -23 | 34* | -3.9 | 2 | -63 | -11
19 | O=C(Nc1nccs1)c1ccc2sc([C@H]3C[C@H](O)[C@@H](CO)O3)nc2c1 | 0 | 8 | 4 | 1 | -0.4 | -1 | 2.4 | -2 | -18 | 6
20 | O=C(Nc1cccc(Cl)c1)c1csc([C@@H]2O[C@H](CO)[C@H](O)[C@H](O)[C@H]2O)n1 | 1 | 1 | 1 | 1 | -0.2 | -11 | -0.4 | 4 | -1 | 3
21 | COc1nccnc1NS(=O)(=O)c1ccc(NC(=S)NC(=O)/C=C/c2ccccc2)cc1 | -2 | -5 | 8 | 12 | -0.3 | 3 | 2.0 | 16 | -7 | 6
22 | CCN1CCN(CCC(=O)Nc2cccc(C)c2)CC1 | -3 | -1 | 18 | -2 | -0.3 | 0 | 2.7 | 0 | -1 | -3
23 | CCOc1ccc2nnnn2n1 | 3 | 4 | 17 | -2 | 0.5 | -3 | 1.2 | 5 | 2 | 14
24 | Cc1cc(C)cc(NC(=S)N2CCN(S(C)(=O)=O)CC2)c1 | 3 | 2 | -3 | -3 | 0.4 | -12 | 3.3 | 2 | -7 | 16*
25 | O=[N+]([O-])c1ccccc1/C=C/C=Nn1c(-c2ccc(F)cc2)n[nH]c1=S | -1 | -5 | nt | 33 | -0.2 | nt | nt | 14 | 13 | 0
26 | O=C(Cc1ccccc1)NC(=S)Nc1ccc2oc(-c3ccccc3F)nc2c1 | -1 | -3 | -3 | 0 | 0.1 | 15 | 2.1 | 0 | -36 | 3
27 | CN(Cc1ccccc1)C(=O)c1nc[nH]c1C(=O)N1CCc2ccccc2C1 | 3 | 0 | 8 | -3 | -0.6 | 4 | 0.7 | 3 | 3 | -3
28 | C[C@@H]1CN([C@@H](C)CO)C(=O)c2cc(NC(=O)C3CCCCC3)ccc2O[C@@H](C)CCCCO[C@@H]1CN(C)C(=O)CCCN(C)C | 4 | 9 | -15 | 7 | 0.9 | -4 | -0.4 | -3 | -2 | -6
29 | C[C@H](CO)N1C[C@H](C)[C@@H](CN(C)S(C)(=O)=O)Oc2c(NC(=O)c3ccncc3)cccc2C1=O | 1 | 3 | 2 | 5 | -0.4 | 12 | 0.2 | 2 | -1 | -6
30 | COc1cccc(Nc2nc(CC(C)=O)ns2)c1 | 3 | 0 | -7 | 1 | -0.2 | -9 | 5.5 | -14 | 3 | 7

Sorted by the number under ADAM10 inh (low to high): some entries from above
| No. | SMILES | ADAM10 inh |
| --- | --- | --- |
| 4 | Cc1nc(N)ncc1Sc1ccccc1 | -7 |
| 2 | CCOC(=O)C1(C)CCCN(C(=O)c2ccc(N(C)C)cc2)C1 (stereo not drawn) | -4 |
| 16 | COc1ccc(-c2nnc(SCC(=O)NC(=O)NCc3ccccc3)o2)cc1 | 1 |

The list goes on:
# | Structure | NPR1 activator | NPR2 activator | ARFGAP1 inhibitor | rCAG binder | KLK7 zymogen act | ASAP1 inh | GAA850 FXN act | sPLA2-III inh | ADAM10 inh | DDE Tn6 FP inh
31 | CCC(=O)N1CCc2cc(Br)cc(S(=O)(=O)NC3CCN(Cc4ccccc4)CC3)c21 | -5 | -2 | -7 | -5 | 0.0 | 13 | -1.1 | -21 | 3 | -13
32 | CSc1ccccc1C(=O)N(CC1CCCO1)c1c(N)n(Cc2ccccc2)c(=O)[nH]c1=O (stereo not drawn) | -3 | 0 | 6 | 1 | 0.6 | 6 | 1.5 | -8 | 1 | -6
33 | COc1ccc(COc2cc(-c3cccc(OC)c3)nc3ccc(N)cc23)cc1 | 56* | 53* | 8 | 5 | 59* | -9 | -3.3 | 6 | i | -2
34 | O=C(Nc1cccc(O)c1)c1cc(-c2ccc3c(c2)OCO3)on1 | 4 | -1 | -1 | 9 | -2.4 | -12 | -6.8 | -10 | -3 | 1
35 | CC(C)CC(COCc1cccc(C(F)(F)F)c1)N1CCN(C(=O)c2cccc(C(F)(F)F)c2)CCC1=O (stereo not drawn) | -4 | -8 | -2 | -5 | 0.6 | 3 | 3.7 | -3 | 21* | 2
36 | O=C(Nc1nc2ccccc2n1CCN1CCOCC1)c1ccc(Cl)cc1 | -5 | 0 | 0 | -5 | -0.6 | -7 | 5.1 | 2 | -8 | 3
37 | CCOC(=O)C(C)n1nc(/C=C/c2ccccc2)ccc1=O (stereo not drawn) | 0 | -1 | -2 | -8 | 3.5 | 19 | 2.2 | -2 | -141 | 2
38 | CC1CCCN(c2cccc3c2S(=O)(=O)N(Cc2cccc(F)c2)[C@@H](C)[C@H](c2ccccc2)O3)C1 (stereo partly drawn) | -1 | 3 | 4 | 3 | 0.5 | -6 | nt | 17 | -12 | -6
39 | COc1ccc(COc2ncnc3ccc(Br)cc23)cc1F | 4 | 4 | 2 | -1 | -0.2 | 6 | 3.6 | -8 | 8 | 0
40 | CCOC(=O)[C@]12CCC=C1N(Cc1cccc3ccccc13)C(=O)[C@H](CC(=O)NCc1ccc(OC)c(OC)c1)C2 | -4 | 3 | 10 | 8 | 0.5 | 2 | nt | -16 | -6 | -1
41 | O=C(NCc1ccco1)c1cnc2sccn2c1=O | -1 | -4 | 3 | 3 | -0.1 | -15 | 0.8 | 2 | -42 | 11
42 | O=C(COC(=O)c1ccco1)NCC1CCCO1 (stereo not drawn) | -3 | 4 | 10 | 0 | 0.1 | -4 | 0.1 | 8 | -11 | 3
43 | CC(C)CNC(=O)c1cccc(NC(=O)C(C)C)c1 | -3 | -1 | -1 | -5 | 0.1 | 5 | 0.1 | 7 | -9 | 5
44 | Cc1ccc(C(C)(O)CS(=O)(=O)Cc2ccccc2)cc1 (stereo not drawn) | -3 | 0 | -5 | 1 | 0.2 | -5 | -0.2 | 0 | -2 | -7
45 | COc1ccc(S(=O)(=O)N2CC3CCCN3c3ccc(C(F)(F)F)cc32)cc1 (stereo not drawn) | -11 | -16 | 11 | 7 | -1.3 | -16 | 2.4 | 9 | 11 | -3
46 | COc1cccc(NC(=O)CSc2nc3ccccc3c(=O)n2CCCC(=O)NCC2CCCO2)c1 (stereo not drawn) | -3 | -2 | 7 | -1 | -0.3 | 0 | -0.8 | 4 | 7 | -2
47 | CN1CCN(c2ccccc2NC(=O)c2ccc(N3CCOCC3)c([N+](=O)[O-])c2)CC1 | 1 | 2 | 5 | -5 | -0.5 | -2 | -0.6 | 1 | -11 | 6
48 | COc1cccc(C2CC(=O)Nc3cc4c(cc32)OCCO4)c1OC(C)C (stereo not drawn) | -5 | -3 | 18 | 0 | 0.4 | -1 | -0.6 | -4 | -8 | -6

Exported screen by screen: part of the list above.
40. CCOC(=O)[C@]12CCC=C1N(Cc1cccc3ccccc13)C(=O)[C@H](CC(=O)NCc1ccc(OC)c(OC)c1)C2
38. CC1CCCN(c2cccc3c2S(=O)(=O)N(Cc2cccc(F)c2)[C@@H](C)[C@H](c2ccccc2)O3)C1 (stereo partly drawn)

entry no. | 40 | 38
NPR1 activator | -4 | -1
NPR2 activator | 3 | 3
ARFGAP1 inhibitor | 10 | 4
rCAG binder | 8 | 3
KLK7 zymogen act | 0.5 | 0.5
ASAP1 inh | 2 | -6
GAA850 FXN act | nt | nt
sPLA2-III inh | -16 | 17
ADAM10 inh | -6 | -12
DDE Tn6 FP inh | -1 | -6

Of the compounds above, two contain a CF3 group:
# | Structure | NPR1 activator | NPR2 activator | ARFGAP1 inhibitor | rCAG binder | KLK7 zymogen act | ASAP1 inh | GAA850 FXN act | sPLA2-III inh | ADAM10 inh | DDE Tn6 FP inh
35 | CC(C)CC(COCc1cccc(C(F)(F)F)c1)N1CCN(C(=O)c2cccc(C(F)(F)F)c2)CCC1=O (stereo not drawn) | -4 | -8 | -2 | -5 | 0.6 | 3 | 3.7 | -3 | 21* | 2
45 | COc1ccc(S(=O)(=O)N2CC3CCCN3c3ccc(C(F)(F)F)cc32)cc1 (stereo not drawn) | -11 | -16 | 11 | 7 | -1.3 | -16 | 2.4 | 9 | 11 | -3

Compounds were not picked by outcome. Share with any hit: about 4.5%.
